Screening results: PubChem BioAssay, National Center for Advancing Translational Sciences (NCATS)
NPC1 promoter act: activators of NPC1 promoter; Huh7 NPC1 promoter luciferase reporter, 24 h; Potency, µM (highest dose often 9.22 µM), without a hit: at the highest dose activation, usual class: activators; 2.4% of 320,000 active;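 note: % of control where 0% means no effect; nearly all actives have a fitted effect of over 60% in size; reporter is driven by a mutant NPC1 promoter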
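Readout is luciferase luminescence, reflecting NPC1 promoter activation in stably transfected Huh7 cells after 24 h compound exposure at 37 °C in reduced-serum medium with 10% FBS.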
VP16 counter: inhibits Gal4-VP16 luciferase reporter, ROR gamma counter-screen; Drosophila S2 Gal4-VP16 UAS-luciferase, luminescence, 20 h; Potency, µM (top dose mostly 53.6 µM), without a hit: top-dose activity, negative = inhibition, most hits filed as inhibitors; 3.5% of 310,000 active;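 note: Gal4-VP16 expression switched on by copper sulfate through the metallothionein promoter; % is set by controls: 0 for no effect and ±100 for the full control effect; nearly all actives have a fitted effect of over 50% in size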
ELG1 genotox: genotoxicity induction in ELG1-luciferase HEK293T cells; HEK293T ELG1-luciferase reporter, luminescence, 16 h; Potency, µM (series often up to 46 µM), without a hit: top-dose activity change, positive = activation, hits mostly activators; AID 504466; 1.3% of 330,000 active; note: % of control where 0% means no effect; nearly all actives have a fitted effect of over 60% in size
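After overnight (16 hr) compound treatment at 37 °C, ELG1-luciferase HEK293T cells were lysed with ONE-Glo; luminescence quantified 30 min later at room temperature.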
Rab9 prom act: activators of Rab9 promoter; 2.8% of 320,000 active; Huh7 Rab9 promoter-luciferase reporter, luminescence, 24 h; Potency, µM (titrated, usually from 9.22 µM), for the others: at the highest dose activation, negative = inhibition, actives largely listed as activators; AID 485297; note: % of control where 0% means no effect; nearly all actives have a fitted effect of over 60% in size
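Luminescence from Amplite-detected luciferase (10 minutes, ambient) reports Rab9 promoter activation. Before that, stable Rab9-luciferase Huh7 cells (1500/well, reduced-serum OP-MEM I plus 10% FBS) were exposed to compound for 24 hours at 37C.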
FLuc counter: inhibits or activates purified firefly luciferase, miR-21 counter-screen. P08659. Potency, µM (top dose mostly 57.5 µM), for inactives: top-dose activity change, negative = inhibition, usual class: inhibitors. 6.9% of 360,000 active. purified FLuc, Km substrates, luminescence inhibition;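 note: plate controls were vehicle for no effect and reference inhibitor for full effect; nearly all actives have a fitted effect of over 55% in size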
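Purified P. pyralis luciferase, 10 nM final, with Km-level 10 uM D-luciferin and 10 uM ATP in 50 mM Tris acetate pH 7.5, 10 mM Mg acetate, 0.01% Tween-20, 0.05% BSA; 6-point qHTS titration about 60 µM downward; luminescence read.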
uPA generation: inhibitors of cell surface uPA generation; Potency, µM (series often up to 38.3 µM), inactives show at the highest dose activity change, negative = inhibition, usual class: inhibitors; cell surface uPA generation assay, qHTS; AID 540303; 0.31% of 330,000 active; active = well fitted inhibition curve with a large enough effect; inconclusive = small, poorly fitted or top-dose-only effect; inactive = no such curve, though single readings can be large or run the other way; tested in mouse RAW 264.7 cells; note: % is set by controls: 0 for no effect and ±100 for the full control effect; nearly all actives have a fitted effect of over 55% in size
MBNL1 CUG block: inhibitors of human MBNL1 binding to CUG repeat RNA; Q9NR56; TR-FRET MBNL1-His/biotin-(CUG)12 binding, 665/545 ratio; Potency, µM (top dose mostly 57.5 µM), inactives show at the top dose activity change, negative = inhibition, hits mostly inhibitors; 0.036% of 280,000 active; AID 2675; active = well fitted inhibition curve with a large enough effect in the signal ratio, with a control signal flat, not every such curve was filed as active; inconclusive = small, poorly fitted or top-dose-only effect, or effect the other way, or a change in a side signal; inactive = no such curve, though single readings can be large or run the other way; the % refers to the signal ratio; note: % is set by controls: 0 for no effect and ±100 for the full control effect
Target sequence (Q9NR56 whole entry, looked up): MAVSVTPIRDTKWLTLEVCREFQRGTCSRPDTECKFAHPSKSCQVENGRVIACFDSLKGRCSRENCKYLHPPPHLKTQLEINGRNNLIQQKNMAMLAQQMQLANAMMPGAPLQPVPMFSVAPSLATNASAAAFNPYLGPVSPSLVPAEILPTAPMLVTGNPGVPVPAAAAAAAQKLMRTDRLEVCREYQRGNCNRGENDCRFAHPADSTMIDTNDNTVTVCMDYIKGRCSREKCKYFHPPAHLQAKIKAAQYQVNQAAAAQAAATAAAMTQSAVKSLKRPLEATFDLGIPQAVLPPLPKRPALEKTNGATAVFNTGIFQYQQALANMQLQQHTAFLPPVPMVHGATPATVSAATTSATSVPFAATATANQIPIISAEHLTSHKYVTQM
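TR-FRET between His-tagged MBNL1 and biotin-(CUG)12 RNA, detected with Tb anti-His antibody (0.055 ng/ul) and streptavidin-XL665 (5 nM), 60 min at room temperature. Compounds titrated 92 nM to 58 uM; 665/545 nm ratio normalized to buffer and complex controls.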
CXXC DNA block: inhibitors of human MLL CXXC domain-DNA interaction | Q03164 | MLL-CXXC / FITC-HOXA9 DNA fluorescence polarization | Potency, µM (top dose mostly 115 µM), inactives show at the top dose activity change, negative = inhibition, usual class: inhibitors | 0.037% of 290,000 active; active = well fitted inhibition curve with a large enough effect in the polarisation, with a control signal flat, not every such curve was filed as active; inconclusive = small, poorly fitted or top-dose-only effect, or effect the other way, or a change in a side signal; inactive = no such curve, though single readings can be large or run the other way; the % refers to the polarisation
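Purified MLL-CXXC (added from a 7 uM solution) was preincubated 5 min at ambient with pinned compounds in 50 mM Tris-HCl pH 7.5, 50 mM NaCl, 1 mM DTT, 0.05% BSA. Fluorescein-labeled HOX-A9 DNA (50 nM solution) followed, 30 min, then polarization read.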
p53 reactivator: restores transcriptional activity of mutant p53; Potency, µM (top dose mostly 92.2 µM), for the others: top-dose activity change, positive = activation, hits mostly activators; 0.063% of 320,000 active; AID 504706; H1299 p53-A138V BP100-luciferase reporter, luminescence, 24 h; note: % of control where 0% means no effect; nearly all actives have a fitted effect of over 45% in size
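p53-null H1299 cells stably carrying temperature-sensitive p53-A138V and a BP100-luciferase reporter were pinned with compounds (4-point, 1:5 series) and held 24 hrs at 37 deg C. Luminescence was read 10 min after detection reagent.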
RORg inh: blocks mouse ROR gamma transcriptional activity; P51450; Drosophila S2 Gal4-RORgamma UAS-luciferase reporter, 20 h; Potency, µM (series often up to 53.6 µM), for the others: at the highest dose activity change, negative = inhibition, hits mostly inhibitors; 5.4% of 310,000 active; note: % is set by controls: 0 for no effect and ±100 for the full control effect; nearly all actives have a fitted effect of over 60% in size
Target sequence (P51450 whole entry, looked up, the tested form may be a part): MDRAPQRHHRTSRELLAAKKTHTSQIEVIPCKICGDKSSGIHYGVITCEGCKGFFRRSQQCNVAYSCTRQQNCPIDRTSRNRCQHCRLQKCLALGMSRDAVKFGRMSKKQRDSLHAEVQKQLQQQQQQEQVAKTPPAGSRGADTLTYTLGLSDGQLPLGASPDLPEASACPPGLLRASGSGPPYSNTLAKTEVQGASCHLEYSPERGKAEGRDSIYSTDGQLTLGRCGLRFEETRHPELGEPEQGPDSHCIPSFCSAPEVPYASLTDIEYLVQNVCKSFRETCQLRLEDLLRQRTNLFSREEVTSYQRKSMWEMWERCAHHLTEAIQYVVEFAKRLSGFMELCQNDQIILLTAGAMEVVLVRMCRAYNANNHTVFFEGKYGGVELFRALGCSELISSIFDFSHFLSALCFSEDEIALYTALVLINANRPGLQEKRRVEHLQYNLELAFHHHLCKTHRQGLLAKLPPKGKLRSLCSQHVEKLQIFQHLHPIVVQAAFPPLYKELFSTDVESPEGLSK
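In this cell-based reporter format, copper sulfate (700 uM final) drives Gal4–ROR gamma fusion expression from a metallothionein promoter in Drosophila Schneider cells; compounds preincubated 1 hr, reporter read after 20 hr at ambient temperature.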
BRCA1 expr act: activators of BRCA1 expression; MCF7-BRCA1-FFLuc reporter, luminescence, 48 h; response scale: scaled: vehicle 0%, 10 µM genistein 100%; Potency, µM (doses to about 46.1 µM), inactives show at the top dose activation, most hits filed as activators; 1.1% of 380,000 active; AID 624202; note: nearly all actives have a fitted effect of over 80% in size; some results filed as inactive show a strong effect at the top dose
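First, MCF7-BRCA1-FFLuc cells (2000/well) attach for 2 h; next, compounds are pin-added and incubated 48 h at 37 °C; finally, luciferase reagent is added and luminescence read after 15 min.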
Starred values were filed as active, the others as inactive; ? = inconclusive; . = not tested or not shown; & = joins results of further samples; [ ] = remark or other dose. Unless noted, calls come from the whole dose curve; as a rule, active = well fitted curve in the direction sought with a large enough effect; inconclusive = small, poorly fitted or top-dose-only effect, or another doubt; inactive = no such curve, though single readings can be large; an effect the other way counts as inactive or inconclusive. Potency is the fitted concentration of half-maximal effect.

Screens in order – NPC1 promoter act	VP16 counter	ELG1 genotox	Rab9 prom act	FLuc counter	uPA generation	MBNL1 CUG block	CXXC DNA block	p53 reactivator	RORg inh	BRCA1 expr act
[1] CC(=O)c1cccc(NC(=S)NC2CCCCC2)c1
    1.5%	?	0.1%	0.7%	?	-1.2%	-0.1%	2.4%	13.5%	10µM*	34.4%
[2] Cc1ccc(C(=O)N2CCN(c3ccccc3)CC2)cc1S(=O)(=O)N1CCCC1
    3.1%	8.5%	-12.1%	-4.6%	-1.0%	-8.2%	-1.6%	-9.2%	0.5%	8.2%	-39.9%
[3] Cc1ccc(NC(=O)c2ccccc2-c2ccccc2C(=O)O)cc1C
    -2.5%	13.2%	-0.8%	-11.5%	-19.8%	0.3%	5.4%	8.6%	-0.7%	4.6%	0.8%
[4] CC1(C(=O)Nc2ccc3ccccc3c2)CC1(Br)Br (configuration not stated)
    10.4%	?	12.2%	25.3%	?	1.8%	-2.0%	-0.8%	4.0%	11.2µM*	4.5%
[5] Cc1cc(Cl)c(OCCCN2CCCCC2)c(Br)c1
    -0.8%	-2.0%	-8.8%	-1.6%	6.7%	-14.2%	.	1.6%	-9.2%	-34.6%	-25.9%
[6] COCCCN1CC(=O)N2C(c3cccc(C)c3)c3[nH]c4ccccc4c3C[C@H]2C1=O (some centres not stated)
    -0.4%	-11.8%	-2.7%	-0.3%[1.84 µM]	-1.1%	3.8%	-0.2%	3.6%	-0.8%	22.0%	11.8%
[7] N#Cc1ccc2ccn(CC(=O)NCc3ccco3)c2c1
    -0.6%	0.5%	-3.8%	17.5%	-1.1%	-2.3%	-11.8%	7.4%	-0.7%	-8.4%	-19.5%
[8] CCOC(=O)/C(C#N)=C/c1c(N2CCN(CC)CC2)nc2c(C)cccn2c1=O
    -10.3%	-1.6%	0.1%	-0.4%	-0.2%	-6.2%	?	0.6%	-3.4%	-10.5%	-13.6%
[9] Cc1cccc(OCCn2cnc(Cl)c2Cl)c1
    -4.6%	-0.4%	1.3%	-5.0%	1.1%	5.6%	-7.0%	-7.0%	0.8%	17.9%	0.0%
[10] COCCNC(=O)[C@@H]1CSC2c3ccc(OC)c(OC)c3C(=O)N21 (some centres not stated)
    -4.9%	5.4%	-1.8%	-2.4%	-1.6%	5.8%	5.9%	1.4%	10.2%	-24.7%	-14.4%
[11] COc1cccc(C2(c3cccc(OC)c3)CC2C(=O)Nc2ccccc2Cl)c1 (configuration not stated)
    -5.4%	-5.9%	-5.0%	1.8%	1.9%	1.7%	?	-0.7%	-6.8%	17.8%	-70.0%
[12] CN(CCOc1ccc(Cl)cc1)c1ccc(S(=O)(=O)N2CCCCC2)cn1
    1.6%	-2.6%	-2.4%	-13.3%	2.6%	2.0%	?	5.1%	26.7%	31.2%	-42.8%
[13] O=C(CNS(=O)(=O)c1ccc([N+](=O)[O-])cc1)N/N=C/c1ccc(O)cc1O
    -29.8%	5.2%	2.6%	-22.8%	0.0%	-6.3%	?	2.9%	12.4%	-26.0%	-87.1%
[14] Cc1cc(C)cc(NC(=O)CSc2nc3nc(C)cc(C)n3n2)c1
    -4.0%	.	1.2%	-0.1%	2.6%	2.3%	.	.	-0.6%	.	-25.5%
[15] Cc1ccc(N(C(C)C(=O)N2CCN(Cc3ccccc3)CC2)S(C)(=O)=O)cc1 (configuration not stated)
    3.1%	-24.3%	-1.6%	-48.0%[inhibitor]	0.6%	-2.8%	-21.4%	4.9%	.	-10.6%[1.91 µM]	-15.5%
[16] CCOC(=O)N1CCN(c2c(NCCN(C)Cc3ccccc3)c(=O)c2=O)CC1
    -14.4%	-14.2%	-4.9%	7.1%	6.7%	?	-8.4%	-0.4%	-15.8%	-10.5%	0.7%
[17] Oc1c(C(c2ccc(F)cc2)N2CCc3ccccc3C2)sc2ncnn12 (configuration not stated)
    3.8%	0.0%	3.0%	7.1%	-0.2%	-3.6%	22.7%	-2.4%	4.2%	-31.8%	-46.9%
[18] COCCNC(=S)Nc1cc2oc3ccccc3c2cc1OC
    11.6%	7.08µM*	12.5%	-1.2%	?	3.2%	4.2%	9.1%	3.7%	5.62µM*	-41.7%
[19] CCc1nc(-c2cc3ccc(C)cc3[nH]c2=O)no1
    24.9%	6.5%	?	?	15.1µM*	-3.2%	8.2%	-3.5%	15.8%	-3.2%	79.6%
[20] COc1ccc(OC)c(N(CC(=O)NCCSCc2ccco2)S(=O)(=O)c2ccc(OC)c(OC)c2)c1
    0.4%	-14.0%	-1.4%	0.1%	3.4%	1.4%	0.3%	32.9%[activator]	-19.0%	-32.5%	-22.9%
[21] COc1ccc(-c2nnc(SCC(=O)NC3CC3)o2)c(OC)c1
    23.4%	.	9.2%	?	-19.2%	15.9%	.	.	22.4%	.	20.9%
[22] O=C(O)c1ccc(COc2ccc(CO)cc2Cl)cc1
    ?	?	9.2µM*	4.47µM*	5.36µM*	-19.8%	3.6%	-2.5%	20.6%	?	7.94µM*
[23] N#C/C(=N/Nc1ccc([N+](=O)[O-])cc1)C(=N)N1CCCCC1
    1µM*	-12.3%	?	0.562µM*	9.53µM*	3.6%	?	30.1%	?	-1.0%	?
[24] COc1ccccc1N1CCN(C(=O)c2cc3c(s2)-c2ccccc2OC3)CC1
    -0.2%	5.0%	-0.7%	-1.7%	3.3%&-7.2%	2.3%	12.2%	.	.	-15.0%	-53.1%
[25] CCOc1ccc(CN(C)C(=O)CNC(=O)c2cc(OC)c(OC)c(OC)c2)cc1
    -2.6%	-19.7%	-5.9%	-4.7%[1.84 µM]	2.5%	5.5%	-2.5%	-9.8%	-2.6%	-1.0%	-0.7%
[26] Cc1ccc(/C=N/Nc2nc3ccccc3[nH]2)s1
    2.82µM*	5.01µM*	?	2.24µM*	5.36µM*	?	?	5.4%	?	4.47µM*	8.8%
[27] COCc1nnc(NC(=O)CCCOc2ccccc2)s1
    1.8%	-3.9%	0.9%	-8.9%	-2.5%	2.7%	-2.7%	11.0%	?	-40.8%	-2.2%
[28] CCCCS(=O)(=O)/C=C/[C@H]1[C@H](S(=O)(=O)CCCC)[C@H]2C=C[C@@H]1C2
    0.2%	-8.1%	-2.4%	-2.3%	0.4%	3.0%	5.1%	2.1%	-6.3%	-28.6%	-26.8%
[29] NC(=O)C1CCCN(C(=O)c2ccc3nc(Cc4cccc(Cl)c4)oc3c2)C1 (configuration not stated)
    -1.7%	6.9%	-0.1%[9.26 µM]	-1.1%	1.3%	0.0%	2.1%	20.4%	-0.7%	10.8%	-1.0%
[30] Cn1ncc(Cl)c1C(=O)N/N=C/c1cccc(OC2CSC2)c1
    -8.0%	1.3%	2.6%	-5.7%	-16.6%	-12.8%	-0.4%[11.5 µM]	12.8%	4.9%	-67.1%	1.8%
[31] COc1ccc(S(=O)(=O)NNC(=O)c2cc3c4ccccc4n(C)c3s2)cc1
    1.0%	-23.1%	-3.0%	0.6%	0.9%	-8.8%	5.1%	1.6%	-9.3%	17.4%	-75.4%
[32] O=C(N/N=C/C(Cl)=C\c1ccccc1)c1cnccn1
    20.6%	17.8%	?	21.6%	10.7µM*	-12.0%	?	24.6%	12.6µM*	19.4%	44.2%
[33] C=CCc1c(Cl)nc(C)nc1NCc1ccccc1
    -0.7%	-6.9%	-7.1%	0.0%	1.0%	1.5%	-1.8%	-4.5%	-31.2%[inhibitor]	?	2.9%
[34] CC1=NN(C(=S)Nc2ccccc2)C(c2ccccc2)C1 (configuration not stated)
    -3.4%	?	7.2%	-0.1%	-9.1%	0.6%	.	12.3%	5.9%	12.6µM*	33.4%
[35] CC(OC(=O)CCN=C1NS(=O)(=O)c2ccccc21)C(=O)Nc1ccc(F)cc1 (configuration not stated)
    -1.5%	.	-1.1%	-3.8%	-3.8%	3.6%	.	.	2.9%	.	4.6%
[36] CC(=O)Oc1cccc(NC(=O)c2cccc(C(=O)Nc3cccc(OC(C)=O)c3)c2)c1
    6.0%	3.5%	1.9%	7.2%	?	-10.4%	-5.3%	-3.7%	.	10.8%[1.91 µM]	4.8%
[37] Cc1ccc(C2=NN(S(=O)(=O)c3ccccc3)C(c3ccccc3O)C2)cc1 (configuration not stated)
    -0.3%	?	0.1%	5.1%	-16.8%	6.5%	8.6%	20.3%	20.5%	31.9%	-82.5%

These rows are one share of the data; rates above refer to the full screens.
